bovine MsrA act – activates bovine MsrA enzyme | hit rate 0.3% among 360,000 | AID 602163 | purified bovine MsrA, absorbance read-out | activation, % at 10.6 µM; in the data active means activation above about 7.5%;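 further: 0% = vehicle and 100% = reference activator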
Rin1 Abl inh – inhibitors of human Rin1-Abl protein interaction. TR-FRET Rin1/Abl binding, biochemical. inhibition, % at 7.35 µM. hit rate 0.4% among 360,000. AID 588664; in the data active means inhibition above about 5%, passing the limit was not always enough
MT1-MMP act inh – inhibitors of human MT1-MMP activation; hit rate 0.061% among 360,000; HT1080 RFP-PRO-GFP cells, GFP/RFP ratio fluorescence, overnight; percent of plate control window, DMSO zero; P50281; AID 651647; GFP/RFP ratio change, % at 20 µM;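 active means GFP/RFP ratio change of at least 30% with cell ATP level not reduced by more than half and red fluorescence within 50% of control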; further: strong numbers were not always called active
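Test system: HT1080 RFP-PRO-GFP cells; Benchmarks: DMSO and RFP-L50D-GFP cell wells; Timing: cells overnight before dosing, compound overnight, 37 °C, 5% CO2; Compound: one 20 µM compound dose with 1% DMSO; Read-out: GFP/RFP fluorescence ratio.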
MsrA inhibitor – bovine MsrA inhibition. purified bovine MsrA, absorbance read-out. inhibition, % at 15.5 µM. hit rate 0.75% among 360,000. AID 651718; in the data active means inhibition above about 4.5%;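 further: 0% = vehicle wells with enzyme and 100% = reference inhibitor wells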
E coli Lon inh – inhibits E. coli Lon protease | P0A9M0 | purified E. coli Lon protease, fluorescence polarization | inhibition, % at 7.94 µM | hit rate 0.42% among 360,000 | AID 602123; in the data active means inhibition above about 13%, passing the limit was not always enough;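 further: 0% = enzyme with probe and DMSO and 100% = no enzyme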
FAS TE block – inhibitors of human fatty acid synthase thioesterase domain; P49327; recombinant FAS-TE, OMFH fluorogenic substrate, fluorescence endpoint; inhibition, % at 15 µM; hit rate 0.67% among 360,000; AID 602261;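 active means compounds whose normalised, plate-corrected inhibition of enzyme fluorescence in the single-dose primary screen is 50% or more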;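 further: 0% = DMSO with enzyme and 100% = substrate without enzyme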
MLLE-PAM2 inh – blocks PAM2 peptide binding to the PABP1 MLLE domain | hit rate 0.36% among 360,000 | AID 588489 | GST-MLLE / FITC-PAM2 fluorescence polarization | inhibition, % at 20 µM | P11940; in the data active means inhibition above about 35%, passing the limit was not always enough;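 further: plate controls were DMSO wells with GST-MLLE for no effect and wells lacking GST-MLLE protein for full effect; some results filed as inactive read as strong as hits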
Target sequence (P11940 whole entry, looked up, the tested form may be a part): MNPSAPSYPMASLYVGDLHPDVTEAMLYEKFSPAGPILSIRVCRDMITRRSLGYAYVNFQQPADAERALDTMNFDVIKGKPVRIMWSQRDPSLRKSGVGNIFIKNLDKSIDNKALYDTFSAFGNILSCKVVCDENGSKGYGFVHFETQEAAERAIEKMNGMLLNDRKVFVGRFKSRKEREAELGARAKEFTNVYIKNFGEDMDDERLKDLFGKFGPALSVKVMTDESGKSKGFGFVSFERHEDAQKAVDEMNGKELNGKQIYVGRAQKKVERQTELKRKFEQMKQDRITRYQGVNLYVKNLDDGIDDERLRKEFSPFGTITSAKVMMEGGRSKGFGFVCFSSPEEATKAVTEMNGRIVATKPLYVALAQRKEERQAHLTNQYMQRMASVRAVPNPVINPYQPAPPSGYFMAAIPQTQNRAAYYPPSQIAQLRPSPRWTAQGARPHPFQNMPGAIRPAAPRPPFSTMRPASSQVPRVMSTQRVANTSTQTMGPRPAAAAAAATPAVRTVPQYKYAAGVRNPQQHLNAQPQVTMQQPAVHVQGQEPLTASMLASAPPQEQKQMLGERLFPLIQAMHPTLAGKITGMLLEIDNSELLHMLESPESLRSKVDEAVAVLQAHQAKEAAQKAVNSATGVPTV
CSN inh – blocks human CSN-mediated cullin deneddylation | Q92905 | Purified CSN, SCF-Nedd8-OG deneddylation, fluorescence polarization | inhibition, % at 12.5 µM | hit rate 0.38% among 360,000 | AID 651999;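 active means pattern-corrected inhibition above about 35%, with an unprinted fluorescence ratio check between 0.5 and 1.5, limit read from the data, passing the limit was not always enough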;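 further: 0% = enzyme with substrate and 100% = substrate without enzyme; some results filed as inactive read as strong as hits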
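Test system: Human Csn5 produced in HEK293T cells | Compound: 12.5 µM single point | Times: 90 min, room temperature | Signal: Fluorescence polarization readout | Read-out basis: % inhibition of substrate cleavage by Csn5 | Controls: no-enzyme wells high, enzyme-with-substrate wells low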
Rpn11 inh – Rpn11 (human) deubiquitinase inhibition; hit rate 0.59% among 360,000; human 26S proteasome, Ub4-pepOG fluorescence polarization; 20S core pre-blocked with epoxomicin; AID 588493; O00487; calls only at 20 µM;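 active means inhibition at 20 µM, scaled to each plate's controls, above about 33%, limit read from the data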
Target sequence (O00487 whole entry, looked up): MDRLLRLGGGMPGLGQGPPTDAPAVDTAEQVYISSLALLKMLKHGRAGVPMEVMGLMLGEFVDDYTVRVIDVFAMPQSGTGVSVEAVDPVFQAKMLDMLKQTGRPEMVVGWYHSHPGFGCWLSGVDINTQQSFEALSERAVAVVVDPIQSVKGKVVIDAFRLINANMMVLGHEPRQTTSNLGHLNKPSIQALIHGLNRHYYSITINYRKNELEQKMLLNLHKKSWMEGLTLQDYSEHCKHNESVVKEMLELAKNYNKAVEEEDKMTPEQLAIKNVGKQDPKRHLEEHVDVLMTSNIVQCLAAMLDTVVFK
* marks the source's active call; other numbers are inactive results; i = inactive; . = no result given; + = active, no number.

SMILES | bovine MsrA act | Rin1 Abl inh | MT1-MMP act inh | MsrA inhibitor | E coli Lon inh | FAS TE block | MLLE-PAM2 inh | CSN inh | Rpn11 inh
CCOc1ncccc1C(=O)Nc1ccc(OC)c(S(=O)(=O)N2CCOCC2)c1 | -8 | 1 | -1 | 1.2 | -2 | -3 | 3 | -1 | i
O=C1C=CC(=Nc2cccc3c2C(=O)c2ccccc2-3)O1 | -1 | -8 | -28 | . | + | -2 | 56* | -4 | i
Cc1ccc(C(=O)NS(=O)(=O)c2ccccc2)cc1 | -1 | 1 | 3 | 0.9 | 5 | -5 | -1 | 0 | i
COCCSc1nnc(NC(=O)c2cc(OC)c(OC)cc2[N+](=O)[O-])s1 | -11 | -2 | 1 | 2.2 | 9 | -10 | 10 | 0 | i
COc1ccc(C(=O)NC(=S)NCc2cccnc2)cc1Br | -2 | -4 | 1 | -1.4 | 8 | -1 | 33 | -1 | i
Nc1ncnc2c1C(c1ccccc1)c1c(ccc3ccccc13)O2 (stereo not given) | -4 | 2 | -6 | 1.4 | 3 | 24 | 0 | -2 | i
O=C(c1ccc(Cl)cc1Cl)N1CCC(C(=O)N2CCOCC2)CC1 | -3 | 5 | -3 | 1.1 | 6 | -5 | 7 | -3 | i
COc1cccc(OCc2nnc(SCC(=O)NNC(=O)C3CCCCC3)n2C)c1 | -3 | -3 | 3 | -0.4 | 1 | -9 | 4 | 2 | i
CCn1ccc(C(=O)Nc2cccc(Cl)c2)n1 | -7 | 2 | 1 | -1.9 | 4 | -4 | -13 | 6 | i
COc1ccccc1C1CC(=O)Nc2c1c(=O)n(C)c(=O)n2C (stereo not given) | -2 | -2 | 6 | -0.6 | -8 | -2 | -9 | 0 | i
CCCCn1c(N)c(N(CC)C(=O)c2ccc(C)cc2)c(=O)[nH]c1=O | -4 | 1 | 0 | 0.3 | 2 | -8 | -12 | -1 | i
CN(CC(=O)Nc1ccc(S(=O)(=O)N2CCCC2)cc1)CC(=O)Nc1ccc(F)c(F)c1F | -4 | -3 | -3 | 0.3 | 4 | 12 | -4 | 4 | i
O=S1(=O)N[C@H](Cc2ccccc2)COc2cccc(N3CCC[C@@H]3CO)c21 | -9 | . | 4 | 1.0 | 1 | -4 | . | 2 | .
CCc1cc2c(=O)c(-c3nc(C)cs3)coc2cc1O | -1 | -4 | -8 | 0.0 | -2 | -1 | 10 | 0 | i
COc1cc(C(c2c(C)[nH][nH]c2=O)c2c(C)[nH][nH]c2=O)ccc1OS(=O)(=O)c1ccccc1 | -5 | 6 | -3 | -0.5 | -2 | -7 | -28 | -3 | i

Looked up by compound from the entries so far:
SMILES | bovine MsrA act | Rin1 Abl inh | MT1-MMP act inh | MsrA inhibitor | E coli Lon inh | FAS TE block | MLLE-PAM2 inh | CSN inh | Rpn11 inh
COc1ccccc1C1CC(=O)Nc2c1c(=O)n(C)c(=O)n2C (stereo not given) | -2 | -2 | 6 | -0.6 | -8 | -2 | -9 | 0 | i
CCCCn1c(N)c(N(CC)C(=O)c2ccc(C)cc2)c(=O)[nH]c1=O | -4 | 1 | 0 | 0.3 | 2 | -8 | -12 | -1 | i

Next section
SMILES | bovine MsrA act | Rin1 Abl inh | MT1-MMP act inh | MsrA inhibitor | E coli Lon inh | FAS TE block | MLLE-PAM2 inh | CSN inh | Rpn11 inh
COc1ccccc1N1CCN(/N=C\c2cccnc2)CC1 | -3 | 0 | -1 | 1.2 | 0 | -5 | 4 | 2 | i
CCOC(=O)CC(NC(=O)Cc1ccc(F)cc1)c1ccccc1Cl (stereo not given) | -4 | -3 | 2 | -1.0 | -4 | -5 | -10 | 2 | i
CCOC(=O)[C@]12CCC=C1N(Cc1ccc3c(c1)OCO3)C(=O)[C@H](CC(=O)NCC1CCCCC1)C2 | -1 | . | -4 | 1.1 | -8 | 15 | . | 1 | .
C[C@@H]1CN([C@H](C)CO)C(=O)CCCn2nncc2CO[C@@H]1CN(C)C(=O)CCC(F)(F)F | -13 | 2 | 0 | 0.5 | -8 | -5 | -1 | 1 | i
CCS(=O)(=O)c1ccc2oc(SCC(=O)NCc3ccccc3)nc2c1 | -2 | -1 | 3 | -1.0 | 14 | -3 | 5 | -4 | i
Cc1[nH]c2ccccc2c1C(=O)CN1C(=O)NC2(CCCCCC2)C1=O | -4 | -2 | -1 | 0.2 | 1 | 7 | 17 | -5 | i
O=S(=O)(c1ccc(N2CCN(S(=O)(=O)c3ccccc3)CC2)nc1)N1CCCC1 | -7 | 2 | -2 | 1.0 | -8 | -4 | -15 | 7 | i
Cc1ccc2c(CN3CCN(S(=O)(=O)/C=C/c4ccccc4)CC3)cc(=O)oc2c1 | -2 | 2 | 1 | 0.3 | -15 | 36 | 13 | -12 | i
O=C(O)CN1C(=O)/C(=C\c2ccc(OC(=O)c3ccco3)cc2)SC1=S | -3 | 0 | -31 | 1.5 | -190 | -4 | -28 | 54* | +
c1cc(-c2ccsc2)n2ccnc2c1 | -2 | -5 | -5 | 1.5 | 4 | -6 | 7 | 4 | i
C=C1[C@@H](OC(C)=O)C=C[C@@]2(C)C=CC(=O)[C@@](C)(OC(C)=O)[C@@H]2[C@@H](OC(C)=O)[C@]2(O)[C@@H](C)C(=O)O[C@H]2[C@H]1Cl | 0 | -1 | 0 | 0.3 | -3 | -4 | -11 | 2 | i
N/C(Cc1ccc([N+](=O)[O-])cc1)=N\OC(=O)c1ccc2ccccc2c1 | 0 | 1 | -1 | 1.0 | -2 | 33 | 6 | -6 | i
CC(=O)c1ccc(NS(=O)(=O)c2ccc(C(C)(C)C)cc2)cc1 | -5 | 2 | 5 | -0.6 | -5 | 4 | -2 | -1 | i
CCOc1ccc(NC(=O)CCC(=O)Nc2nnc(CC)s2)cc1 | -2 | 2 | 5 | 2.3 | 4 | -3 | -7 | -5 | i
CCc1ccc(NC(=O)N(C2CCCCC2)C(C)c2cccnc2)cc1 (stereo not given) | -2 | 0 | 6 | 0.7 | -8 | 4 | 5 | 3 | i
CCOC(=O)C(C)n1cnc2c(cnn2-c2ccc(Cl)cc2)c1=O (stereo not given) | -3 | -2 | 1 | 0.2 | 0 | -2 | 9 | 0 | i
Cc1ccccc1C(=O)N1CCC(C(=O)Oc2ccc(C#N)cc2)CC1 | -7 | 4 | 3 | 0.8 | 4 | 0 | 8 | 1 | i
COC(=O)c1sc(C(C)(C)C)cc1CS(=O)(=O)c1ccc(Cl)cc1 | -1 | 0 | 0 | -0.6 | -20 | 31 | 8 | 5 | i
Nc1ccn([C@H]2CC[C@@H](CO)O2)c(=O)n1 | -2 | 2 | 2 | -1.1 | -4 | -6 | 0 | -2 | i
Cn1c(N)c(C(=O)COC(=O)Cc2cccc(C(F)(F)F)c2)c(=O)n(C)c1=O | -2 | 0 | 1 | -1.0 | 3 | -2 | 9 | -1 | i
COc1cc(SC)ccc1C(=O)NCCOc1ccc(C)c(C)c1 | -4 | 1 | -6 | -1.2 | 4 | 22 | 13 | -3 | i
O=C(CSc1nnc(CNC(=O)c2ccc(F)cc2)o1)NCCc1ccccc1 | -5 | 1 | 1 | -0.1 | 5 | -8 | 9 | 7 | i
CCCNC(=O)NCc1ccc(N2CCCC2=O)cc1 | -4 | 1 | 1 | -0.6 | 6 | -8 | -2 | -1 | i
CCOc1cccc(C(=O)N/N=C/c2ccoc2)c1 | -3 | 2 | -2 | -0.4 | 2 | -2 | 5 | 3 | i
Cc1ccc(C(=O)NN2CCOCC2)cc1 | -2 | -1 | -4 | -0.5 | -4 | -8 | 3 | -4 | i
CCNC(=O)/C(C#N)=C/c1c(N2CCOCC2)nc2ccccn2c1=O | -5 | 5 | 2 | 1.0 | 4 | -6 | 12 | -3 | i
CCOC(=O)Cn1c(S(=O)(=O)Cc2ccc(Cl)cc2)nc(-c2ccccc2)c1-c1ccccc1 | 0 | -4 | -9 | -0.8 | -5 | 27 | -5 | 2 | i
O=C(c1cccnc1)N1CCN(S(=O)(=O)c2ccc3ccccc3c2)CC1 | -11 | -2 | 9 | 0.6 | -11 | -4 | -1 | -5 | i
CCn1cc(CN2CCC(n3nccc3NC(=O)c3ccccc3C)CC2)cn1 | -2 | 0 | 1 | 0.9 | 0 | -6 | -6 | 8 | i
COc1ccc(/C=N/OC(=O)c2ccc(Cl)cc2)c(Cl)c1OC | -2 | -1 | 1 | 1.0 | -3 | -2 | 8 | 2 | i
CC[C@]12c3[nH]c4cc(-c5ccco5)ccc4c3CCN1C(=O)[C@@H](CC(=O)NCC13CC4CC(CC(C4)C1)C3)C[C@@H]2C(=O)N1CCN(C(=O)C2CC2)CC1 | -7 | -2 | -4 | 1.9 | -3 | 25 | -14 | 7 | i
COc1cc(C2Nc3ccccc3NC3=C2C(=O)CC(c2ccc(OC)c(OC)c2)C3)ccc1O (stereo not given) | -8 | -2 | 0 | 4.3 | 9 | -4 | 12 | 3 | i
COCCCN(CC(=O)Nc1ccc(N2CCOCC2)cc1)S(=O)(=O)c1ccccc1 | -1 | -5 | -1 | -0.9 | -5 | -4 | -1 | -2 | i
c1ccc2[nH]c(SCc3cn4cccnc4n3)nc2c1 | 4 | 3 | 10 | -0.5 | 0 | -12 | -14 | 2 | i
CC(C)CC1OC(C)Cc2[nH][nH]c(=O)c21 (stereo not given) | -5 | . | 7 | 1.5 | -2 | -5 | . | -3 | .
CC(=O)N/C(=N/c1nc(C)cc(C)n1)Nc1cccc(C)c1C | -12 | 4 | -1 | 0.1 | -4 | 3 | -10 | -1 | i
COc1cccc(CN(C)C(=S)Nc2ccc(C)c(C)c2)c1 | -6 | 2 | 1 | 0.1 | 2 | 4 | -102 | -5 | i
Cc1cc(C)cc(OCCn2ccnc2)c1 | 0 | 0 | -1 | 0.1 | -1 | -6 | -10 | 2 | i
COc1ccc(C(=O)COC(=O)/C=C/c2ccccc2[N+](=O)[O-])cc1 | -2 | 2 | 7 | 0.1 | -12 | 23 | -2 | -4 | i
Cc1cc(N(C)C)ccc1[N+](=O)[O-] | 3 | -4 | 0 | -0.3 | -3 | -4 | 2 | 4 | i
COCCN(C(=O)CSc1nc(-c2ccccc2)cn1N)c1c(N)n(Cc2ccccc2)c(=O)[nH]c1=O | -4 | -3 | -4 | 1.2 | -7 | -1 | 18 | -3 | i
COc1ccc(CNC(=O)C2CCN(S(=O)(=O)c3ccc(Br)s3)CC2)cc1 | -5 | -3 | -2 | -1.2 | 7 | 4 | 5 | 4 | i
Nc1ccc(S(=O)(=O)NC2=NCCCCC2)cc1N | -11 | 1 | 1 | -0.6 | -9 | -1 | -5 | -1 | i
Cc1ccc(S(=O)(=O)CC(=O)c2ccccc2)cc1 | -3 | -1 | 2 | -0.8 | -3 | -8 | 7 | 6 | i
Cc1[nH]c(C)c(S(=O)(=O)NCc2ccccc2Cl)c1C(=O)N1CCCC1 | -11 | 2 | 5 | 0.7 | 3 | -5 | 1 | 5 | i
Cc1cn([C@H](C(=O)NCCCCCCCCCCC(=O)N2CCNCC2)[C@@H](C)O)nn1 | -12 | 4 | 5 | 0.6 | 1 | -3 | 14 | 13 | i
COc1ccc(NC(=O)CCCn2c(=O)c3sccc3n(Cc3ccc(C)cc3)c2=O)cc1 | -7 | -9 | 5 | 0.2 | -2 | -12 | 3 | 0 | i
COC(=O)CCC(=O)OC1(C)C(=O)C2=CN(Cc3ccccc3)C(c3ccc(OC)cc3)=CC2=C(Br)C1=O (stereo not given) | -1 | 2 | 18 | 2.0 | -14 | -12 | -7 | -1 | i
COc1ccc([C@H]2N[C@]3(CCCN(Cc4ccco4)C3=O)[C@H]3C(=O)N(C)C(=O)[C@@H]23)cc1 | -3 | 1 | 4 | 1.1 | -5 | -12 | 1 | 3 | i
